FXN GAA850 act: frataxin GAA850 promoter activation | HEK293 lucGAA850 FXN promoter luciferase reporter, 24 h; percent of 10 µM SAHA response | activation, % at 6 µM | actives 0.56% (n = 360,000) | AID 540364;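 active means activation above the average of all compounds screened plus 3 SD, cutoff fixed separately per campaign, cut at about 7.5% in these data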;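 further: 0% = DMSO wells and 100% = 10 µM SAHA wells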
hcDAF-12 act: activates DAF-12 receptor from parasite H. contortus. HEK293 hcDAF-12 lit1-tk-luc reporter, luminescence; 0% DMSO, 100% Δ7-dafachronic acid. activation, % at 6.8 µM. actives 1.4% (n = 370,000). AID 652067;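 active means activation above the mean of all tested compounds plus 3 SD, cut at about 5.5% in these data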;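 further: 100% = response to 3 µM Δ7-dafachronic acid high control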
hgDAF-12 ag: activates the H. glycines DAF-12 receptor ligand-binding domain | AID 687014 | actives 1.8% (n = 370,000) | activation, % at 6.8 µM | HEK293 GAL4-hgDAF12 UAS-luciferase reporter, agonist luminescence; normalized to butyrate control;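 active means activation above a cutoff set at the mean of all screened compounds plus 3 SD, cut at about 10% in these data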;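 further: 0% = DMSO wells and 100% = sodium butyrate wells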
SMARCA2 act: SMARCA2 function activation, primary screen | MG213 cells, MMTV-luciferase reporter, dexamethasone, overnight | activation, % at 9.1 µM | actives 1% (n = 370,000) | AID 652017; in the data active means activation above about 7.8%;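 further: 0% = vehicle wells and 100% = reference activator wells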
ssDAF-12 act: activators of S. stercoralis DAF-12 nuclear receptor | actives 1% (n = 370,000) | activation, % at 6.8 µM | HEK293 ssDAF-12/GRIP1 lit1-tk-luc reporter, luminescence; % of 3 µM dafachronic acid response;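 active means activation above the mean over all tested compounds plus 3 SD, cut at about 0.9% in these data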;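 further: 0% = DMSO-only wells and 100% = 3 µM delta7-dafachronic acid wells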
ADAM10 inh: inhibits human ADAM10 | actives 0.62% (n = 370,000) | AID 720582 | recombinant ADAM10, EDANS/DABCYL FRET peptide cleavage, 3 h | inhibition, % at 7 µM;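 active means inhibition above a per-campaign cutoff equal to the mean of compounds falling between control-based bounds plus 3 SD, cut at about 20% in these data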;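 further: 0% = DMSO wells while the 100% control is not disclosed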
Target sequence (O14672 214-748 limits assumed): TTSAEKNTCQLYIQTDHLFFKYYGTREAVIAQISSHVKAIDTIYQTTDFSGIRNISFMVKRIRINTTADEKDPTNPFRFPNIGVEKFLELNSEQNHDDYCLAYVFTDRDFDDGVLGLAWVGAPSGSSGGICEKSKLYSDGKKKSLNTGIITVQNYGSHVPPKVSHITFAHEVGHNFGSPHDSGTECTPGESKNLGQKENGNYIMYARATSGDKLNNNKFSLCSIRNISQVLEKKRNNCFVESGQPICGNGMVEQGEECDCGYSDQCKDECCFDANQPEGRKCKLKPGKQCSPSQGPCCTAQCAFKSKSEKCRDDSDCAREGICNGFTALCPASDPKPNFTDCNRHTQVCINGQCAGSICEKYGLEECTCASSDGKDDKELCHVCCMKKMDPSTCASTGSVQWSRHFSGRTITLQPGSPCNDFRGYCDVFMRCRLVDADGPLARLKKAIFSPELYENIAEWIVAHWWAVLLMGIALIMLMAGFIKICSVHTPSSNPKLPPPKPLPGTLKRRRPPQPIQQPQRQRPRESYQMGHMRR
DAX1 inh-1: NR0B1 (DAX1) inhibition; AID 504766; actives 0.99% (n = 340,000); inhibition, % at 6.75 µM; HEK293 Gal4-DAX1 luciferase reporter, luminescence;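 active means inhibition above the mean over all tested compounds plus 3 SD, cut at about 4.2% in these data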;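 further: 0% = DAX1-transfected cells with DMSO and 100% = empty-vector control cells with DMSO; inhibition shows as a rise in luminescence from relieved DAX1 repression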
Target sequence (P51843 207-470 limits assumed): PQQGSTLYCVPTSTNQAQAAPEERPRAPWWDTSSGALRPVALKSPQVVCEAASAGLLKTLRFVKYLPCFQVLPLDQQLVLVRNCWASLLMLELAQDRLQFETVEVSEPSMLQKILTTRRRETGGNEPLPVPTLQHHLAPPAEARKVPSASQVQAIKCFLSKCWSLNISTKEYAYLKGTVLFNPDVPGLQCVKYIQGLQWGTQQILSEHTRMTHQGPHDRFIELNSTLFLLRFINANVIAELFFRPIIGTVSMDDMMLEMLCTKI
PG9 binder: binds the HIV-1 gp120 antibody PG9; TR-FRET gp120-PG9 antibody binding; inhibition, % at 6.7 µM; actives 0.43% (n = 360,000); AID 624416; in the data active means inhibition above about 8.5%
DAX1 inh-2: inhibitors of DAX1 repression of SF-1 activated StAR promoter. AID 652010. inhibition, % at 6.8 µM. HEK293T StAR-luciferase reporter, SF-1/DAX-1 repression relief. actives 1.1% (n = 370,000);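 active means inhibition above the mean over all tested compounds plus 3 SD, cut at about 3.6% in these data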;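 further: 0% = DAX-1 cells with DMSO and 100% = cells lacking DAX-1 with DMSO; higher inhibition means more luminescence from relief of DAX-1 repression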
GC-A act: GC-A (human) enzyme activation | HEK293 GC-A cells, cGMP TR-FRET, EC30 ANP; 0% at EC30 ANP, 100% saturating ANP | P16066 | activation, % at 10 µM | actives 0.14% (n = 370,000) | AID 1671463; in the data active means activation above about 40%
ADAM17 inh: inhibitors of human ADAM17. P78536. recombinant ADAM17, EDANS/DABCYL FRET peptide cleavage. inhibition, % at 6.95 µM. actives 0.83% (n = 370,000). AID 720648;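 active means inhibition above the mean of compounds lying between control limits plus 3 SD, set per campaign, cut at about 8.5% in these data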;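 further: 0% = DMSO-only wells as the low control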
The depositor's hits bear a star; · = not tested or not shown.

SMILES | FXN GAA850 act | hcDAF-12 act | hgDAF-12 ag | SMARCA2 act | ssDAF-12 act | ADAM10 inh | DAX1 inh-1 | PG9 binder | DAX1 inh-2 | GC-A act | ADAM17 inh
COc1ccc2c(CC(=O)NNC(=O)c3ccccc3F)coc2c1 | 0.9 | -1.5 | 0.6 | -2 | -1.1 | -26 | -0.5 | 1.5 | -0.2 | 3 | 0
O=S(=O)(c1ccccc1)N1N=C(c2cccs2)CC1c1ccc(F)cc1 (stereo not given) | 0.6 | 0.9 | -2.3 | -4 | -1.5 | 0 | 1.8 | -2.5 | -0.3 | -7 | 3
O=C(NCCN1C(=O)S/C(=C/c2ccccc2)C1=O)C1CC(=O)N(Cc2ccccc2)C1 (stereo not given) | 0.2 | -1.3 | -1.3 | -1 | -1.7 | -5 | -0.5 | -0.9 | -1.0 | -5 | -5
CCCCOc1ccc(C(=O)NCC2(c3ccccc3)CCOCC2)cc1 | -3.5 | -1.0 | -0.5 | -5 | -0.9 | 8 | 0.7 | -0.1 | 0.5 | -8 | 3
COc1ccccc1N1CCN(C(=O)c2cc(=O)c3cc(C)ccc3o2)CC1 | -0.5 | -1.9 | -3.0 | 2 | -1.2 | 5 | -1.7 | 0.3 | -0.9 | 1 | -1
CCCN(CCC)C(=O)CSc1nc2ccsc2c(=O)n1NC(=O)c1ccccc1 | 1.2 | -0.6 | 3.5 | -2 | -1.4 | -2 | 3.3 | 1.2 | 0.0 | 1 | -7
COc1ccc(OCc2cc(C(=O)N3CCCCCC3)no2)c(Cl)c1 | 4.0 | -1.0 | 8.5 | 2 | -0.1 | -12 | 0.5 | -2.5 | 4.1* | 0 | -2
O=C(c1nn(Cc2ccccc2)c(=O)c2ccccc12)N1CCN(C/C=C/c2ccccc2)CC1 | 0.0 | -1.6 | 0.0 | 0 | -1.1 | 0 | -0.5 | -0.2 | -0.9 | 0 | -3
CC(=O)c1ccc(OCc2cc(C(=O)N(C)Cc3cc(C)no3)no2)cc1 | 0.9 | 3.7 | 6.4 | 4 | -1.0 | 2 | 0.9 | -0.1 | 0.2 | 2 | 2
O=C(CN1C(=O)NC(Cc2c[nH]c3ccccc23)C1=O)Nc1cccc(S(=O)(=O)N2CCCC2)c1 (stereo not given) | 0.3 | -1.5 | -1.8 | -1 | -1.9 | 4 | -1.3 | 1.9 | -1.2 | 2 | 2
COc1ccc(-c2nn(-c3ccccc3)cc2C(=O)O)cc1OC | 3.2 | 0.7 | -1.8 | -1 | -1.6 | -10 | -0.3 | 2.2 | -0.2 | 0 | -5
C[C@H](c1ccccc1)N1C[C@@H](COCc2ccccc2)Oc2cc(N3CC[C@@H](O)C3)ccc2S1(=O)=O | · | -1.0 | 3.8 | -6 | -1.5 | 0 | · | 0.0 | 3.9* | -6 | 5
COc1cc(OC)cc(C(=O)NC(C(=O)O)C23CC4CC(CC(C4)C2)C3)c1 (stereo not given) | 0.0 | -1.5 | -1.8 | -1 | -1.2 | -13 | -2.1 | 0.5 | -0.9 | 0 | -7
COc1ccc(C2=NOC(Cn3nc(-c4ccccc4)cc3C(=O)O)C2)cc1 (stereo not given) | 3.5 | -0.7 | 0.1 | 1 | -1.4 | 0 | -0.2 | 0.7 | 0.9 | 2 | 1
CC1(C)CC(=O)C/C(=N/Nc2nc3ccccc3s2)C1 | -3.7 | -1.4 | -6.8 | -6 | -2.0 | -9 | 1.3 | -2.4 | -1.8 | 0 | -3
COc1cccc(NC(=O)CN(C)C(=O)CCNC(=O)c2ccccc2OC)c1 | 1.4 | -0.8 | 0.4 | -5 | -1.0 | 8 | -0.8 | 0.5 | 0.9 | -2 | 2
COC(=O)Cn1c2ccccc2c2nc3ccccc3nc21 | 1.8 | 0.9 | -0.6 | 1 | -1.1 | -10 | 0.0 | 0.1 | 0.1 | 17 | -6
CCOC(=O)C1=C(C)N=C2SC(C)C(=O)N2C1c1cccc(F)c1 (stereo not given) | -2.7 | -1.2 | 1.0 | -2 | -0.8 | 2 | -1.2 | 1.7 | -0.4 | -5 | -4
Nc1nc(-n2cnnc2)nn1-c1ccccc1 | 4.5 | -0.3 | 1.1 | -1 | -0.8 | 2 | 0.8 | -0.5 | 2.0 | -1 | -1
Cc1ccc(OCC(=O)N2N=C(c3ccc(Cl)cc3)CC2c2ccco2)c([N+](=O)[O-])n1 (stereo not given) | 1.2 | -1.0 | 0.5 | -2 | -1.1 | 1 | -0.8 | -0.9 | -0.9 | -3 | 1
O=C(Nc1ccc(-c2nc3ccccc3o2)cc1)c1cccnc1 | 1.4 | -0.5 | 6.3 | 1 | -1.2 | 0 | -0.3 | -2.4 | 0.6 | 1 | 1
O=C(COc1cc(O)c2c(=O)c3ccccc3oc2c1)OCc1ccccc1 | -1.2 | 0.4 | 3.4 | 1 | -1.4 | -3 | 1.9 | 1.4 | 0.1 | -7 | -5
O=C(COc1ccccc1)Nc1cc(S(=O)(=O)N2CCOCC2)ccc1N1CCCC1 | 1.1 | -1.2 | -1.7 | -2 | -1.1 | -7 | 0.3 | 0.1 | -1.6 | 2 | -1
O=S(=O)(CCNCc1ccco1)NCc1ccccc1 | 1.3 | 1.1 | -0.3 | -2 | -0.7 | -9 | 1.5 | -1.9 | 0.8 | 3 | -3
CCCCCC(=O)Nc1cc(S(=O)(=O)N2CCCCC2)ccc1N1CCOCC1 | 2.0 | -0.6 | -0.9 | -1 | -1.8 | 2 | -0.2 | -1.3 | 1.0 | -1 | -3
COCCN(C(=O)c1cc(S(=O)(=O)N2CCCCC2)ccc1Cl)c1c(N)n(CC(C)C)c(=O)[nH]c1=O | -2.8 | 0.1 | 1.9 | 7 | 0.0 | -6 | -0.1 | -2.0 | -0.1 | 0 | -4
COc1ccc(Cl)cc1NC(=O)CC(C)=O | 2.2 | 0.1 | 0.8 | 0 | -1.4 | 5 | -0.3 | -0.4 | -1.6 | 2 | 2
Cc1nn(CC(=O)c2ccc(Cl)s2)c(C)c1[N+](=O)[O-] | -0.2 | 1.1 | 0.1 | 0 | -1.4 | 6 | -0.3 | 1.1 | 1.5 | 3 | 0
CCOc1cccc(C(=O)Nc2cc(C)ccc2NC(=O)c2ccco2)c1 | -6.6 | 1.9 | -3.7 | 0 | -0.5 | 4 | 0.1 | -0.9 | -1.7 | 0 | -2
CCCc1ccc(-c2csc(NC(=O)C3=COCCO3)n2)cc1 | 4.1 | 1.4 | 8.6 | -3 | -1.3 | 8 | -0.7 | 1.0 | -0.9 | -3 | 8
O=C(NCCNC(=O)c1ccco1)c1ccc(Cl)c(Cl)c1 | -0.1 | -2.5 | -2.9 | 2 | -1.4 | 7 | -0.3 | -1.2 | -0.2 | 0 | 0
Cc1ccc(Oc2ccc(S(=O)(=O)N3CCOCC3)cc2C(N)=O)c(-n2nc3ccccc3n2)c1 | -0.5 | 1.0 | -1.0 | 2 | -1.1 | -2 | -1.2 | -1.2 | -0.3 | -1 | -2
COc1ccc(C2C(C(=O)c3ccco3)=C(O)C(=O)N2CC2CCCO2)c(OC)c1 (stereo not given) | 2.9 | -2.6 | 1.5 | 1 | -1.1 | -3 | 0.6 | 2.8 | 0.0 | -2 | -3
NC(c1csc(Nc2cnccn2)n1)c1ccccc1Cl (stereo not given) | 2.9 | 0.6 | 1.5 | 0 | -0.7 | -5 | · | 0.3 | 0.3 | -4 | -1
O=C(CSc1nnc(-c2ccc3c(c2)OCO3)o1)Nc1ncc(C(F)(F)F)cc1Cl | 1.1 | -0.2 | 1.0 | 6 | -1.2 | -2 | -0.9 | -1.0 | 1.3 | 3 | -2
CCOc1ccc(NC(=O)CN(C)C(=O)C2CC(=O)N(CCc3ccccc3)C2)cc1OCC (stereo not given) | 2.2 | -1.5 | -1.5 | -1 | -0.3 | 0 | 1.7 | 0.4 | 0.1 | 2 | -3
COc1cc(C(=O)N2CCN(C)CC2)cc(OC)c1OC | -0.8 | -0.7 | 1.0 | 0 | -1.4 | 0 | 1.1 | 0.9 | 0.4 | 1 | -4
CCCOc1ccc(C2C(C(=O)c3ccco3)=C(O)C(=O)N2CCCn2ccnc2)cc1 (stereo not given) | 2.2 | 0.1 | 0.7 | 2 | -0.9 | -8 | 1.1 | 19* | 1.4 | 1 | -4
COC(=O)Nc1ccc(S(=O)(=O)N(C)C)cc1 | 6.5 | 0.8 | 0.5 | 2 | -1.3 | 1 | 0.5 | -0.2 | 0.1 | 5 | -3
O=C(Nc1cccc(Cl)c1)c1nc[nH]c1C(=O)NCc1ccccc1 | 0.2 | 0.2 | -0.1 | 1 | -1.1 | 2 | 2.2 | -0.5 | 0.4 | -1 | -2
COc1cc(C(=O)Nc2ccc(F)cc2Cl)ccc1OCC(=O)N1CCOCC1 | 1.2 | -1.0 | 2.3 | 0 | -1.1 | -1 | -0.2 | 0.8 | -0.1 | 2 | -7
CCOC(=O)COc1ccc(S(=O)(=O)N2CCN(c3ccc(OC)cc3)CC2)cc1 | 3.6 | 0.2 | 0.1 | -1 | -0.9 | 3 | 0.3 | -0.8 | -0.4 | -4 | -5
CN(CC(=O)Nc1ccccc1Cl)C(=O)CSC(=S)N1CCCC1 | 0.8 | 0.1 | 0.9 | 0 | -0.9 | -8 | 1.2 | 0.0 | 1.3 | 1 | 2
O=C(CCC1COc2ccccc2O1)Nc1cccnc1 (stereo not given) | 3.2 | -0.5 | 0.3 | -1 | -0.9 | 4 | 1.2 | 1.1 | -0.9 | -3 | 1
Cc1cc(C(=O)NCCCN(C)C)c2ccccc2n1 | 0.1 | -0.7 | 0.4 | 0 | -1.1 | -7 | 1.8 | 1.7 | -0.2 | 3 | -3
Cc1ccc(C(=O)Nc2c(C)cc(-c3ccccc3)oc2=O)cc1 | -1.2 | -0.7 | -1.9 | -1 | -1.6 | -8 | 1.1 | -0.1 | 1.1 | 1 | -3
CN(C)C(=O)COc1ccc(C(=O)/C=C/c2cccnc2)cc1 | 2.2 | 0.3 | -1.4 | -2 | -1.0 | -4 | 1.2 | 1.2 | -0.4 | 3 | -3
CCCCC(=O)Nc1ccc(C(=O)NCCN2CCOCC2)cc1 | -1.1 | -1.1 | 0.1 | 1 | -1.9 | -3 | 0.2 | -0.9 | 0.2 | 3 | -5
CCOC(=O)CC[C@@H]1CC[C@]2(CCCN(S(=O)(=O)c3ccccc3)C2)O1 | · | -2.6 | 1.9 | -3 | -0.8 | -5 | · | · | 0.3 | 0 | -3
CC(=O)N1C[C@H]2CON(C)[C@H]2C[C@H]1c1ccccc1-c1ccccc1 | · | 0.1 | -2.7 | 4 | -0.8 | -1 | · | -0.7 | -0.1 | -1 | 1

Filtered by structure, the entries above with an aryl thioether with sulfur outside any ring (2)
SMILES | FXN GAA850 act | hcDAF-12 act | hgDAF-12 ag | SMARCA2 act | ssDAF-12 act | ADAM10 inh | DAX1 inh-1 | PG9 binder | DAX1 inh-2 | GC-A act | ADAM17 inh
CCCN(CCC)C(=O)CSc1nc2ccsc2c(=O)n1NC(=O)c1ccccc1 | 1.2 | -0.6 | 3.5 | -2 | -1.4 | -2 | 3.3 | 1.2 | 0.0 | 1 | -7
O=C(CSc1nnc(-c2ccc3c(c2)OCO3)o1)Nc1ncc(C(F)(F)F)cc1Cl | 1.1 | -0.2 | 1.0 | 6 | -1.2 | -2 | -0.9 | -1.0 | 1.3 | 3 | -2

Bioassay records: PubChem BioAssay, several laboratories
